Bioassay records (PubChem)
EBNA-1 inh – blocks EBNA-1 binding to DNA; inhibition, % at 14.8 µM; AID 1950; EBNA-1 DNA binding, fluorescence polarization; 300,000 tested, 0.34% active; in the data active = inhibition above about 28%
proCasp3 act – activators of human procaspase-3 | 330,000 tested, 0.11% active | recombinant procaspase-3 D3A, Ac-DEVD-pNA absorbance 405 nm | activation, % at 8.5 µM;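 active = activation above the mean of all tested compounds plus 3 SD, cut at about 21% in these data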;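 note: 0% = DMSO alone and 100% = DMSO wells spiked with extra 5 µM PC-3 D3A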
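Assay system – Procaspase-3 D3A mutant, all three cleavage aspartates alanine · Controls – DMSO-only low control, 5 µM PC-3 D3A high control · Schedule – 1 h compound preincubation, 2 h substrate hydrolysis at 25 °C · Signal – 405 nm absorbance of p-nitroaniline, reads at 0 and 120 min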
LAP4 TOR yeast – yeast TOR pathway LAP4-GFP modulation | 320,000 tested, 0.34% active | AID 2023 | S. cerevisiae LAP4-GFP multiplex, flow cytometry GFP, 3 h; median GFP as percent of DMSO wells | GFP response vs DMSO, % at 10 µM;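 active = GFP response vs DMSO above a set limit, about the screen mean plus 3 SD, cut at about 150% in these data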
MEP2 TOR yeast – alters MEP2-GFP fluorescence in TOR pathway yeast screen | S. cerevisiae MEP2-GFP strain, flow cytometry GFP, 3 h; 100% = DMSO control level | GFP response vs DMSO, % at 10 µM | 330,000 tested, 0.51% active;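 active = GFP response versus DMSO above a set limit, roughly screen mean plus 3 SD, cut at about 180% in these data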;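 note: median GFP fluorescence of the barcode-gated MEP2-GFP cells per well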
ZTA counter – counter-screen for EBNA-1 inhibitors: inhibitors of Epstein-Barr virus ZTA; P03206; ZTA-DNA binding, fluorescence polarization; inhibition, % at 11 µM; 320,000 tested, 0.15% active; in the data active = inhibition above about 33%
RPL19A-GFP yeast – yeast TOR pathway RPL19A-GFP modulation; S. cerevisiae RPL19A-GFP strain, flow cytometry, 3 h; hits give low values; percent response vs DMSO, % at 10 µM; 330,000 tested, 0.3% active;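 active = percent response vs DMSO below 50%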;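 note: median channel GFP fluorescence of the barcoded RPL19A-GFP strain; ratio of sample median GFP to plate DMSO average so 100% = DMSO; lower means less RPL19A-GFP as with rapamycin TOR inhibition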
AHR activator – activates the human aryl hydrocarbon receptor. P35869. AHR-responsive luciferase reporter cells, luminescence. activation, % at 5 µM. 320,000 tested, 2.5% active; in the data active = activation above about 47%;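 note: 0% = vehicle wells and 100% = reference agonist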
procasp7 counter – activates human procaspase-7, counter-screen for procaspase-3 activators. P55210. recombinant procaspase-7, Ac-DEVD-pNA absorbance 405 nm; D23A/D198A/D206A triple mutant, cannot self-cleave; scale: DMSO 0, 5 µM enzyme 100. activation, % at 8.5 µM. 330,000 tested, 0.093% active;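 active = percent activation above the screen-wide mean plus 3 SD, cut at about 25% in these data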
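System: Uncleavable procaspase-7 mutant enzyme; Amount: 2 µM procaspase-7 mutant as dispensed; Schedule: 1 h compound preincubation, 2 h substrate cleavage, 25 °C; Measured by: 405 nm absorbance of p-nitroaniline; Evaluation: percent activation from buffer-corrected 0–120 min absorbance change; Control set: low DMSO alone, high DMSO plus 5 µM PC-7.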
The depositor's hits bear a star; . = not tested or not shown.

SMILES	EBNA-1 inh	proCasp3 act	LAP4 TOR yeast	MEP2 TOR yeast	ZTA counter	RPL19A-GFP yeast	AHR activator	procasp7 counter
Cc1ccc(C(=O)O)cc1NC(=O)C1CCCN1S(=O)(=O)c1cccc2nsnc12 (stereo unspecified)	4	3	86	93	11	94	-1	0
O=c1cc(C(O)C[N+](=O)[O-])occ1OCc1ccccc1 (stereo unspecified)	-6	-13	111	103	2	100	-1	-4
CCCC(C)c1nnc(NC(=O)CN2C(=O)c3ccccc3C2=O)s1 (stereo unspecified)	-19	-13	99	96	-6	100	0	-12
CC1CCCCC1NC(=O)C1CCN(C(=O)c2sccc2-n2cccc2)CC1 (stereo unspecified)	0	-4	92	97	4	108	1	-1
O=C(Nc1c2c(nn1-c1cccc(Cl)c1)CS(=O)C2)c1ccc2c(c1)OCO2 (stereo unspecified)	-3	7	119	105	-6	99	5	-7
Cc1ccccc1OCc1nc(-c2ccc(-n3cccc3)cc2)no1	2	-8	94	95	1	99	-2	-4
O=C(N/C(=C/c1ccco1)C(=O)N1CCCC1)c1cccs1	0	-4	98	105	-9	97	0	-4
CN(CCc1ccccn1)C(=O)c1ccc(OC2CCN(CCc3ccccc3)CC2)cc1	12	-3	79	99	-5	104	0	-14
Cc1cccc(C(=O)N2CCc3c([nH]c4ccccc34)C2CC(C)C)n1 (stereo unspecified)	-7	0	103	93	-3	97	14	3
COC(=O)c1cc(Br)c(=O)n(-c2cc(C)on2)c1	0	4	95	92	7	98	-2	10
O=C(C/C=N/OCc1c(Cl)cccc1Cl)c1ccc(Cl)cc1	4	4	85	105	2	103	10	5
COc1ccc(NC(=O)CN(C)C(=O)c2ccc3c(c2)NC(=O)CS3)cc1	.	8	98	99	-6	96	0	2
COc1cccc(C(=O)NCCS(=O)(=O)NC(C)CCc2ccccc2)c1 (stereo unspecified)	-10	-12	98	103	2	101	-1	0
O=C1CCC(=O)N1CC1CC2CCC1C2 (stereo unspecified)	9	-12	100	102	-1	102	2	3
CC(C)CCNC(=S)Nc1ccc(F)cc1	14	4	116	106	7	112	-1	6
COc1cccc(/C=N/NC(=O)CCc2c(C)n[nH]c2C)c1	1	6	102	108	8	98	18	6
COc1cc(C#N)ccc1OC(=O)Cc1cc(OC)c(OC)c(OC)c1	2	0	80	102	-7	99	2	1
Cc1cc([N+](=O)[O-])ccc1N=Nc1c(N)[nH]n(-c2ccccc2)c1=O	1	6	87	91	4	87	7	9
CCOC(=O)c1ccc2nc(NC(=O)C(C)C)sc2c1	9	14	113	105	10	99	10	21
O=C(NC(C(=O)N/N=C/c1ccccn1)c1n[nH]c(=O)c2ccccc12)c1ccccc1 (stereo unspecified)	-17	0	102	99	13	101	6	6
COC(=O)c1ccc(NC(=S)N2CCN(Cc3ccc(Cl)cc3)CC2)cc1	0	0	94	91	1	101	3	1
CC(C)CCNC1=NCCCCC1	-10	-1	99	103	-9	103	0	-5
CN(CC(=O)Nc1ccc(N2CCOCC2)cc1)C(=O)c1cccc(Cl)c1Cl	-5	4	108	102	-14	100	6	1
O=C(CCC(=O)c1cccs1)NCc1cccc(C(F)(F)F)c1	-2	6	105	99	-12	95	5	-7
CN1CCN(c2ccc(S(=O)(=O)N3CCCCC3)cc2NC(=O)COc2cccc(Cl)c2)CC1	-12	1	98	97	3	94	-1	3
CC(C)Sc1nc2ccsc2c(=O)[nH]1	-8	-2	95	102	2	100	-1	2
C=CCNC(=S)N/N=C/c1ccc(-c2ccc(Br)cc2)o1	16	1	96	102	13	103	81*	2
Cc1ccc(C)c(S(=O)(=O)N2CC(=O)Nc3ccccc32)c1	-2	4	93	104	-10	100	-10	10
O=C(C1CCCN1C(=O)c1cccs1)N1CCc2ccccc21 (stereo unspecified)	-13	-8	103	95	5	102	18	5
Cc1ccc2nc(N3CCOCC3)c3nncn3c2c1	-3	1	101	100	1	100	1	3
Cn1c(SCC(=O)Nc2ccc(C(N)=O)cc2)nnc1-c1cccs1	6	1	95	105	-3	107	0	0
C=CCNC(=O)c1ccc2nc(-c3ccccc3)c(-c3ccccc3)nc2c1	-15	-2	97	98	10	102	3	-16
COc1ccc(Nc2nc(-c3ccc(OC)cc3)cs2)cc1	-1	-11	134	91	-2	91	-3	-12
Cc1cccc(C(=O)Nc2cc(S(=O)(=O)N3CCOCC3)ccc2N2CCCCC2)c1	.	8	109	100	5	99	-1	13
COc1ccc(C(=O)NNC(=O)c2cc3ccccc3cc2O)cc1	4	-3	102	101	-2	100	7	0
CCOC(=O)c1ccc(OCc2c(C)noc2C)cc1	-1	-3	.	109	-3	101	-3	5
Nc1nc(NCc2ccco2)nc(Nc2cccc(F)c2)c1[N+](=O)[O-]	5	0	92	91	6	94	20	0
CCOc1ccc(N2CC(C(=O)Nc3cccnc3)CC2=O)cc1 (stereo unspecified)	9	4	79	104	8	105	-1	2
COC(=O)c1ccc(CSc2nnc3sc4ccccc4n23)o1	-16	3	99	100	2	96	6	4
NC(=O)CSc1cn(Cc2ccc(F)cc2)c2ccccc12	5	5	111	99	5	102	-3	4
CCN(CC)S(=O)(=O)c1ccc(OC)c(NC(=O)CCc2c(C)noc2C)c1	.	4	105	104	-1	99	-2	1
Cc1nc2c(cnn2-c2ccccc2Cl)c(=O)n1-c1ccc(N2CCC(C)CC2)cc1	8	1	88	91	18	92	4	-6
CC(C)CC(C(=O)NCc1ccccn1)N1C(=O)c2ccccc2C1=O (stereo unspecified)	9	-6	94	99	3	92	1	-1
Cc1ccc(OCC(=O)OC2CCCN(C)C2)cc1 (stereo unspecified)	6	0	100	108	13	93	1	0
CC(C)(C)OC(=O)CC[C@@H](C(=O)NCCCCCCCCCCC(=O)N1CCN(C(=O)OC(C)(C)C)CC1)n1cc(CCCCCNC(=O)OC(C)(C)C)nn1	4	-2	89	94	14	103	-1	-7
N#Cc1ccc(Cl)cc1NC(=O)CNCc1cccs1	-23	1	89	82	8	98	34	-7
Cc1ccc2c(c1)C(=O)N(CCCCO)C2=O	0	3	94	102	16	105	0	5
COc1ccc(CNC(=O)c2cc(S(=O)(=O)N3CCOCC3)cn2C)cc1	-6	5	97	96	-15	100	1	7
Cc1c(/C=N/NC(=O)C(NC(=O)c2ccc3c(c2)OCO3)C(C)C)c2ccccc2n1C (stereo unspecified)	-14	-1	96	94	-3	102	51*	-2
CCOC(=O)[C@@H]1[C@H]2COc3cc(OC)ccc3[C@H]2N2C(=O)N(c3ccc(F)cc3)C(=O)[C@]12C	-2	-5	114	100	-7	103	0	3

One compound at a time, from the list above:
NC(=O)CSc1cn(Cc2ccc(F)cc2)c2ccccc12 in the list: EBNA-1 inh = 5; proCasp3 act = 5; LAP4 TOR yeast = 111; MEP2 TOR yeast = 99; ZTA counter = 5; RPL19A-GFP yeast = 102; AHR activator = -3; procasp7 counter = 4
O=C(CCC(=O)c1cccs1)NCc1cccc(C(F)(F)F)c1 in the list: EBNA-1 inh = -2; proCasp3 act = 6; LAP4 TOR yeast = 105; MEP2 TOR yeast = 99; ZTA counter = -12; RPL19A-GFP yeast = 95; AHR activator = 5; procasp7 counter = -7

Additional compounds.
SMILES	EBNA-1 inh	proCasp3 act	LAP4 TOR yeast	MEP2 TOR yeast	ZTA counter	RPL19A-GFP yeast	AHR activator	procasp7 counter
C=CCNC(=O)CN1CCC(c2nc3cc(C)c(C)cc3[nH]2)CC1	-6	4	103	107	-5	106	8	-7
CC1(C)NS(=O)(=O)Oc2ccccc21	1	5	102	88	2	97	-1	8
Cc1c(Br)cc(C(=O)NCc2ccco2)c(C)c1C	3	-4	104	111	-14	97	4	-13
CCCC(C)NCC(=O)Nc1ccccc1-c1ccccc1 (stereo unspecified)	-2	1	102	112	-7	99	-1	3
Cc1ccc(CC(=O)N(C)CC(=O)Nc2ccc(N3CCOCC3)cc2)cc1C	1	1	102	101	-11	97	0	7
CCn1c(C)nc2cc(C(=O)OC(C(F)(F)C(F)F)C(F)(F)C(F)F)ccc21	1	-6	106	102	6	98	0	-5
Cc1cc(NC(=O)c2ccc3c(c2)OCO3)ccc1NC(=O)c1ccccc1	8	1	95	101	9	103	-6	1
OCC[C@H]1C[C@@H](O)[C@H](O)[C@@]2(OCCc3ccccc32)O1	5	5	106	101	-8	100	-1	-2
Clc1ccc(CSc2nnc(-c3sccc3-n3cccc3)o2)cc1	0	-1	92	96	-3	97	0	-1
O=C1c2ccccc2C(=O)N1CCN1CCc2ccccc21	7	3	115	106	-4	105	3	-9

A different layout for some results above.
| SMILES | EBNA-1 inh | proCasp3 act | LAP4 TOR yeast | MEP2 TOR yeast | ZTA counter | RPL19A-GFP yeast | AHR activator | procasp7 counter |
| --- | --- | --- | --- | --- | --- | --- | --- | --- |
| Cc1cc(NC(=O)c2ccc3c(c2)OCO3)ccc1NC(=O)c1ccccc1 | 8 | 1 | 95 | 101 | 9 | 103 | -6 | 1 |
| OCC[C@H]1C[C@@H](O)[C@H](O)[C@@]2(OCCc3ccccc32)O1 | 5 | 5 | 106 | 101 | -8 | 100 | -1 | -2 |
| Cc1c(Br)cc(C(=O)NCc2ccco2)c(C)c1C | 3 | -4 | 104 | 111 | -14 | 97 | 4 | -13 |
| Clc1ccc(CSc2nnc(-c3sccc3-n3cccc3)o2)cc1 | 0 | -1 | 92 | 96 | -3 | 97 | 0 | -1 |

Remaining list, next part:
SMILES	EBNA-1 inh	proCasp3 act	LAP4 TOR yeast	MEP2 TOR yeast	ZTA counter	RPL19A-GFP yeast	AHR activator	procasp7 counter
Cc1nc(-c2ccc3c(c2)CCC(=O)N3)cs1	-8	7	100	96	-16	96	0	7
CC1(C)CN2C(=O)c3ccccc3C2(C)S1 (stereo unspecified)	3	4	102	86	-14	93	-1	1
Cc1nc2sc(C(c3ccco3)N3CCN(c4ccccc4)CC3)c(O)n2n1 (stereo unspecified)	9	-3	94	92	-10	91	2	7
CCCCN(CC)CCCNC(=O)c1cn(-c2ccc(OC)cc2)c(=O)c2ccccc12	-3	-7	101	117	7	102	2	0
COC(=O)C1CCN(C(=O)Cc2c(OC)ccc3cc(Br)ccc23)CC1	1	3	99	92	-2	94	6	1
CCOC(=O)CSc1nnc(-c2cccnc2)n1Cc1ccccc1	-5	-7	97	105	0	101	1	-8
C(=N\Nc1nncc2ccccc12)/c1ccccc1	-5	9	116	105	-1	102	23	2
COc1ccc(CN2CN(C3CCCC3)CSC2=S)cc1	0	-7	98	106	3	103	-1	-4
COc1ccccc1N1CCN(S(=O)(=O)c2cccc3nsnc23)CC1	-2	6	103	100	4	100	3	-2
Cc1ccc(C)c(NC(=O)CN(C)C(=O)Cc2ccc(Cl)cc2Cl)c1	4	-1	96	103	-11	104	4	12
COCCNc1nc(CSc2ccccc2)nc2sc(C)c(C)c12	3	2	120	106	-15	105	5	-1
CCCc1nn(C)c2c(=O)[nH]c(-c3cc(S(=O)(=O)N(CCO)CCO)ccc3OCC)nc12	-1	3	109	109	2	106	3	3
Cc1ccc(Cl)cc1NS(=O)(=O)c1ccc2oc(=O)ccc2c1	-7	-10	98	106	-15	103	1	-6
CC(C)N(Cc1ccccc1)C(=O)CN1c2cccc3cccc(c23)S1(=O)=O	.	-6	103	100	.	98	4	17
O=C1N(Cc2ccccc2F)c2ccccc2C12OCCCO2	2	0	102	122	-5	98	0	-10
COc1ccc(CCNC(=O)c2cnccn2)cc1	4	9	98	94	9	98	8	-3
COc1ccc(N/C=C2\C(=O)CCc3c2oc2cc(Cl)c(O)c(Cl)c32)cc1	-21	-6	85	100	-8	107	22	-5
O=C(CSc1ccc2ccccc2c1)NC1CCCc2ccccc21 (stereo unspecified)	1	2	90	99	-8	97	10	2
O=C(c1ccco1)N(Cc1cccc([N+](=O)[O-])c1)c1ccc(Br)cc1	-9	1	97	106	-9	103	6	3
COCCCNC(=O)CSc1nc2ccc(N3CCOCC3)cc2c(=O)n1CCc1ccccc1	-6	-2	106	105	0	99	35	-3
